# Screening results (PubChem BioAssay)
# NCI-60 one-dose screen, 48 h, at 10 µM unless noted. Numbers give growth in % (100 = growth as untreated, 0 = no growth, -100 = all killed).
# NCI-H522: NCI-H522 lung cancer; 78,000 tested, 8% active
# NCI-H23: NCI-H23 lung cancer | 80,000 tested, 4% active | AID 1794731
# NCI-H322M: NCI-H322M lung cancer; AID 1794733; 80,000 tested, 2.7% active
# NCI/ADR-RES: NCI/ADR-RES ovarian cells; 81,000 tested, 4.4% active; AID 1794790
# OVCAR-4: OVCAR-4 ovarian cancer cells. 80,000 tested, 3.7% active
# NCI-H460: NCI-H460 lung cancer. 82,000 tested, 6.8% active
# IGROV1: IGROV1 ovarian cancer. 79,000 tested, 4.7% active. AID 1794786
# NCI-H226: NCI-H226 lung cancer; 79,000 tested, 3.5% active; AID 1794732
# SK-OV-3: SK-OV-3 ovarian cancer cells; 80,000 tested, 3.2% active
# Numbers without * were called inactive; · = no result given; & = joins results of further samples; ! = a repeat was not active. The calls were made as follows: active = growth percent below 10; inactive = the rest.
SMILES,NCI-H522,NCI-H23,NCI-H322M,NCI/ADR-RES,OVCAR-4,NCI-H460,IGROV1,NCI-H226,SK-OV-3
COc1ccc(/C=C/C(=C/c2c(O)[nH]c3cc(Br)ccc23)N=O)cc1,105,111,113,111,101,108,103,103,114
Cc1cc2nn(Cc3ccccc3)c(C(=O)OC(C)C)c2cc1C,63,83,91,90,87,103,68,92,94
COC(=O)[C@@H](NS(=O)(=O)N(c1ccc(F)cc1)C1CCN(Cc2ccc(F)cc2)CC1)C(C)C,99,92,109,94,100,115,99,81,102
Cc1ccc2c(n1)C(=O)C(Cl)=C(Nc1ccc(N3CCN(C)CC3)cc1)C2=O,-64*,17,97,28,-100*,97,-84*,105,90
COc1cccc(CNc2ccc(C)c(Cl)c2)c1OC,·,100,102,104,94,113,100,99,89
Cc1cc(C(=O)Nc2ccc(C(N)=O)cc2)c(C)o1,90,105,101,110,107,101,105,105,108
CCn1cc(-c2ccnc(NCCCNS(=O)(=O)c3cccc4ccccc34)c2)c(-c2cccc(OC)c2)n1,76,92,89,91,72,78,77,78,79
COc1cc2c3c(n(CCCNC4CCCCC4)c(=O)c2cc1OC)-c1cc2c(cc1C3=O)OCO2,-61*,-52*,-80*,-23*,93,-80*,-31*,83,104
COc1cc(OC)c(C(=O)/C=C/c2ccccc2C(F)(F)F)c(OC)c1,65,72,83,86,91,76,84,110,96
CCCCCCCCCCCCCCCCNC(=O)Nc1ccccc1Cl,86,100,105,107,103,105,108,95,107
COc1ccccc1N=Nc1c(S(=O)(=O)O)cc2cc(NC(=O)Nc3ccc4c(O)c(N=Nc5ccc(S(=O)(=O)O)cc5C)c(S(=O)(=O)O)cc4c3)ccc2c1O,84,100,97,105,99,103,98,112,99
COc1cc2c(-c3nc4cc(Cl)c(F)cc4s3)cc(=O)oc2c(C)c1OC,-84*,-49*,7.7*,-10*,-93*,-36*,-44*,-49*,-85*
CNC(=O)NCC1OC(n2cnc3c(NC(=O)Nc4ccccc4)ncnc32)C(O[Si](C)(C)C(C)(C)C)C1CC(=O)N(C)OC (stereo unspecified),66,48,79,54,19,18,-37*,41,41
O=C1C=CC(=CC=C2N(Cc3ccc4ccccc4c3)c3ccccc3N2Cc2ccc3ccccc3c2)C=C1,-13*!,6.0*!,59&49,102&104,28&38,10&16,7.6*!,48&47,46&13
Cc1ccc(N2C(=O)NC(c3ccccc3)=CC2c2ccc(N(C)C)cc2)cc1 (stereo unspecified),87,99,93,97,98,103,77,108,93
NC(=O)c1cc(-c2csc(-c3cc(Cl)cc(Cl)c3Cl)n2)ccc1O,61,99,98,101,95,96,·,86,112
Nc1ccc(N=Nc2ccc(O)cc2)c(N)n1,47,91,97,65,59,84,89,76,97
CC(=NC(C)(C)C)Nc1ccc(Cl)cc1,97,97,79,104,107,109,91,97,90
C=CCN1C(=O)/C(=c2\sc3n(c2=O)NC2C(N=3)N(CC)C(=O)N2CC)c2ccccc21 (stereo unspecified),26,44,57,19,39,15,34,·,·
O=C(O)C1=CCC=CC1C(=O)O (stereo unspecified),109,105,118,108,101,109,106,99,123
CC(=O)NC1=NC(=O)/C(=C/c2ccc(/C=C3/C(=O)N=C(NC(C)=O)N3C)cc2)N1C,98,97,109,104,106,109,108,106,105
C#CC(C)(O)CCCCCCC (stereo unspecified),100,93,105,100,103,112,111,107,99
CCCC[S+](CC)CC(=O)c1ccc(-c2ccccc2)cc1 (stereo unspecified),72,96,101,101,111,105,102,93,96
Clc1ccc(C(Cl)(c2ccc(Cl)cc2)C(Cl)(Cl)Cl)cc1,68,94,99,97,100,94,92,78,98
O=C1N=C(c2ccccc2)C(c2ccccc2)N1 (stereo unspecified),88&93,93&98,92&99,98&101,100&95,107&102,89&112,111&98,113&93
SMILES,NCI-H522,NCI-H23,NCI-H322M,NCI/ADR-RES,OVCAR-4,NCI-H460,IGROV1,NCI-H226,SK-OV-3
CC(Nc1c(C#N)cnc2ccc(-c3cncc(-c4n[nH]c(=O)o4)c3)cc12)c1ccccc1 (stereo unspecified),-20*,17,-4.1*,68,-5.1*,11,-20*,2.2*,3.5*
CC(C)[C@@H]1CC[C@]2(CO2)[C@@H]2C(=O)OCC(C(=O)O)=C[C@H]21,-46*,-18*,8.8*,-12*,13,7.9*,5.4*,25,16
CN(C)S(=O)(=O)Oc1ccc(NC(=O)C2CCCCC2)cc1,86,98,93,109,116,106,107,100,99
Nc1c(Br)cc(Br)cc1CNC1CCC(O)CC1 (stereo unspecified),95,90,108,106,108,109,101,107,98
CC(=O)Oc1cc([N+](=O)[O-])c(O)c([N+](=O)[O-])c1,91,107,96,104,110,109,104,103,100
COC(=O)c1c(C(=O)OC)c2ccc3c4ccccc4ccc3n2c1C(=O)C(C)(C)C,77,83,94,85,88,82,100,78,98
Cc1cccc(Cl)c1NC(=O)c1ccc2nc(NC(=O)NC3CC(C)(C)NC(C)(C)C3)sc2c1,89,91,82,118,95,101,65,103,76
CCOC(=O)c1ccccc1NC(=O)CCl,95,111,99,106,100,117,96,112,114
CC(C)CSc1nc(NCCc2c[nH]c3ccccc23)c(C#N)c(-c2ccc(F)cc2)n1,62,73,91,40,73,12,78,45,58
O=C(CS(=O)(=O)c1ccccc1)Nc1cc(-c2ccccc2)nn1-c1ccccc1,84,99,97,97,110,102,97,85,113
COc1ccc2c(c1)nc(N)c1c3cc(C)c(C)cc3cn21,20,80,94,37,78,48,77,87,87
N#Cc1ccc(O)c(C2=NCC(c3ccc(-c4ccccc4)cc3)O2)c1 (stereo unspecified),-8.4*,28,33,5.2*,-1.0*,1.3*,14,30,3.3*
NC(=O)N1CCOCC1,94,106,106,113,103,108,113,100,103
C#CC1(NC(=S)Nc2ccc(C)cc2)CCCCC1,84,93,105,98,112,110,111,104,112
COC(=O)c1cc(C(=O)C(C)Br)n2c1ccc1c3ccccc3ccc12 (stereo unspecified),73,84,95,89,113,41,48,78,92
CCCCCCCNc1nc(C(=O)OCCCC)ncc1-c1ccc(C(F)(F)F)cc1,·,103,98,106,103,105,116,88,103
CC(C)CNc1nc(NCC(C)C)nc(Oc2ccc(Cl)cc2)n1,85,80,102,75,88,90,100,74,94
Nc1c2c(=O)n3c(nc2nn1-c1ccccc1)-c1ccccc1Sc1ccccc1-3,99,99,101,100,98,112,108,98,102
C#CCCCNCCNc1ccnc2cc(Cl)ccc12,41,73,92,69,90,83,85,71,103
COc1ccccc1Cc1sc(NC(C)=O)nc1OC(C)=O,90,93,104,98,104,104,104,96,92
CCCCn1cnc2c(SCC(=O)O)nc(N)nc21,95,101,106,96,99,107,110,95,103
Cc1ccc(-c2nc3c(c(-c4ccccc4)nn3-c3ccccc3)c(-c3ccc4c(c3)OCO4)c2C#N)cc1,89,96,93,96,90,106,110,110,113
O=C(Nc1ccc2c(c1)[nH]c(=O)c1ccccc12)C(F)(F)F,102,84,·,90,86,95,104,88,115
S=C1Nc2ccccc2Nc2ccccc21,90,91,100,97,100,107,106,97,109
CC1CCN(Cc2c(O)ccc3cc(-c4nc5ccccc5s4)c(=O)oc23)CC1,53,72,91,64,61,69,95,·,99
SMILES,NCI-H522,NCI-H23,NCI-H322M,NCI/ADR-RES,OVCAR-4,NCI-H460,IGROV1,NCI-H226,SK-OV-3
CCOC(=O)c1cc(C(=O)c2ccc(OC)c(OC)c2)n2ccc(/C=C/c3cc[n+](CC(=O)c4ccc(OC)c(OC)c4)cc3)cc12,85,94,99,99,91,99,89,99,102
CC1=C(C(=O)OCC(C)C)C(c2ccc3c(c2)OCO3)NC(=S)N1 (stereo unspecified),82,99,117,97,103,110,98,97,106
O=C1C2CC=CCC2C(=O)N1CNc1ccc(Cl)cc1 (stereo unspecified),75,94,92,95,112,107,75,91,101
CCOC(=O)c1c[nH]c(C=O)c1C,102,96,·,103,122,103,101,99,105
CN(C)c1ccc(-c2nc(-c3ccccc3)c(-c3ccccc3)[nH]2)cc1,77,92,86,95,94,89,92,106,83
CCOC(=O)C(Cc1ccc([N+](=O)[O-])cc1)(NC=O)C(=O)OCC,78,100,104,106,103,103,113,97,96
N#Cc1ccc(C(=O)Cn2cc(CO)nn2)cc1,104,110,105,114,99,106,102,107,85
N#Cc1nc(-c2cccs2)oc1NCC(c1ccc(Cl)cc1)N1CCCCC1 (stereo unspecified),74,92,96,102,79,99,80,82,109
Nc1cc(=O)[nH]c(=S)[nH]1,99,98,102,111,115,113,110,102,105
COc1ccc2nccc(/C=C/c3ccccc3N)c2c1,97,104,107,104,103,108,89,94,115
Cc1cc(Nc2ccc(F)cc2)n2c(nc3ccccc32)c1C#N,70,91,79,84,83,74,97,75,90
Cc1ccc(NC(=O)Nc2cccc(Cl)c2)cc1F,91,101,89,95,84,74,98,96,112
CCn1cc(-c2cc(-c3ccc(Cl)cc3)nc(N)n2)c(-c2ccc(Br)cc2)n1,49,79,93,80,82,95,68,86,·
Cn1cc(-c2nn3cc(-c4ccncc4)nc3s2)c2cc(Br)ccc21,79,63,81,43,76,55,33,83,88
CC(=O)N[C@@H](CC(=O)O)C(=O)N[C@@H](CCC(=O)O)C(=O)O,107,96,93,103,108,113,97,111,106
COc1ccc(S(=O)(=O)NNS(=O)(=O)c2ccc(OC)c(OC)c2)cc1OC,107,93,98,100,107,113,90,100,100
O=C1C(=O)N(Cc2cn(Cc3ccccc3)nn2)c2ccc(Cl)cc21,84,92,100,86,87,103,97,89,91
O=c1oc2ccc(Br)cc2cc1C1=CNc2ccccc2N=C1,89,90,94,97,89,107,80,81,81
Clc1ccc(Cn2c(CN3CCCC3)nc3ccccc32)cc1,48,65,113,66,58,89,70,87,102
